SENP8 block-1: blocks human SENP8 cleavage of Nedd8 substrate; inhibition, % at 20 µM; AID 602440; hit rate 0.64% among 360,000; recombinant SENP8, Nedd8 substrate fluorescence; in the data active = inhibition mostly above about 40%, no sharp cut-off; inactive = mostly below about 27%
Target sequence (Q96LD8 whole entry, looked up): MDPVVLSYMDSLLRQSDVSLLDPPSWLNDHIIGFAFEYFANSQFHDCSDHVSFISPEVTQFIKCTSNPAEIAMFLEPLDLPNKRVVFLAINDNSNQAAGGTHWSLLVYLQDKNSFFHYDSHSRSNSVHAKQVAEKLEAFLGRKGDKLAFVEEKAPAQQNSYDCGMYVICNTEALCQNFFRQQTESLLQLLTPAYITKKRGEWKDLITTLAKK
SENP7 inh: blocks the human protease SENP7 | Q9BQF6 | recombinant SENP7, Z-RLRGG-aminoluciferin luminescence, 40 min | inhibition, % at 5 µM | hit rate 1.5% among 330,000;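 active = inhibition above about 50% at the single test dose, limit read from the data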;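 also: plate controls were DMSO with enzyme for no effect and no enzyme buffer wells for full effect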
Target sequence (Q9BQF6 706-1050 limits assumed): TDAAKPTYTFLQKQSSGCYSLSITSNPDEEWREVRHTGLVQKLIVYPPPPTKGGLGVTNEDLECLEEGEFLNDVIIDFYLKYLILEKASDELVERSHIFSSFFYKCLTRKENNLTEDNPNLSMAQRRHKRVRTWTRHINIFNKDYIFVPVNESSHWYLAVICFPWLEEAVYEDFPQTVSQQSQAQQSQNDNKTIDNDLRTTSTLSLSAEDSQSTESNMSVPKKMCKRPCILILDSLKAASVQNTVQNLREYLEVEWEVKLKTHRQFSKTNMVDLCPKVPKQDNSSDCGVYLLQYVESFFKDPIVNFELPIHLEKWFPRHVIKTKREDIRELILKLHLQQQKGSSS
SENP6 block: blocks the human protease SENP6; AID 2599; hit rate 1.8% among 330,000; inhibition, % at 10 µM; Recombinant SENP6 catalytic domain, aminoluciferin luminescence;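 active = inhibition above about 50% at the single tested dose, limit read from the data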;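 also: plate controls were DMSO wells with enzyme for no effect and DMSO wells lacking enzyme for full effect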
NLRP3 yeast inh: blocks the NALP3 inflammasome reconstituted in yeast; Yeast reconstituted NLRP3/ASC/caspase-1, beta-gal luminescence, 24 h; inhibition, % at 10 µM; hit rate 0.39% among 330,000; AID 2825;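 active = inhibition of 50% or more; inactive = inhibition below 50%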;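 also: plate controls were induced DMSO wells for no effect and uninduced yeast grown without galactose for full effect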
HKDC1 inh: HKDC1 (human) hexokinase inhibition | Q2TB90 | recombinant HKDC1, G6PDH/diaphorase resazurin coupled fluorescence | inhibition, % at 20 µM | hit rate 0.16% among 340,000 | AID 493160;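 active = inhibition above about 35% when tested at 20 µM, limit read from the data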;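 also: plate controls were DMSO wells with enzyme for no effect and DMSO wells lacking enzyme for full effect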
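Test system: recombinant HKDC1 (HK5) hexokinase enzyme, produced in-house / Doses: 20 µM test compound, 1% DMSO / Timing: 90 min, room temperature / Detection: G6PDH/diaphorase-coupled fluorescence, 1 mM NADP, 100 µM resazurin, 525/613 nm / Control set: DMSO wells with and without enzyme mix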
SENP8 block-2: SENP8 protease inhibition; hit rate 1.2% among 330,000; inhibition, % at 10 µM; Q96LD8; AID 2540; purified SENP8, Z-RLRGG-aminoluciferin cleavage, luminescence; in the data active = inhibition above about 50%
SENP1 inh: SENP1 (human) catalytic domain inhibition | recombinant SENP1 catalytic domain, CyPet-SUMO1-YPet FRET cleavage | inhibition, % at 10 µM | hit rate 0.21% among 360,000 | Q9P0U3 | AID 624204;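 active = inhibition at least 30% at 10 µM, raw YFP signal under a set limit, fluorescence ratio 0.5 to 1.5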;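 also: 0% = enzyme with DMSO and 100% = no enzyme wells; some results filed as inactive read as strong as hits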
Target sequence (Q9P0U3 419-644 limits assumed): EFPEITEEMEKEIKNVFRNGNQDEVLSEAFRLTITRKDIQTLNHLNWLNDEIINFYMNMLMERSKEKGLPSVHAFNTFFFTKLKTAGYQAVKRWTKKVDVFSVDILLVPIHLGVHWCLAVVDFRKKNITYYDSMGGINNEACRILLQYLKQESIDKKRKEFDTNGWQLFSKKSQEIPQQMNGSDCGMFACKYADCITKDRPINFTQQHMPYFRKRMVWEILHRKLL
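Compound: 10 µM single point, 0.5% DMSO; Test system: hSENP1 catalytic domain, recombinant; Timing: 50 min reaction at room temperature; Technique: FRET, CFP and YFP emission; Control set: no-enzyme wells low, DMSO-plus-enzyme wells high control.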
PfGluPho inh: PfG6PD (Plasmodium falciparum) enzyme inhibition. PfGluPho enzyme, NADPH resazurin-diaphorase fluorescence. inhibition, % at 20 µM. hit rate 0.78% among 350,000. AID 504690;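 active = inhibition reaching at least a set limit at 20 µM in the primary screen, cut at about 59% in these data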;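 also: 0% = DMSO wells with substrate and 100% = DMSO wells lacking glucose-6-phosphate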
Apaf-1 inh: blocks human Apaf-1 apoptosome activity; O14727; reconstituted apoptosome caspase-3 activity, DEVD-Rh110 fluorescence; inhibition, % at 20 µM; hit rate 0.71% among 330,000; AID 489030; active = inhibition of at least 40% at 20 µM;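 also: plate controls were DMSO wells for no effect and DEVD-CHO caspase inhibitor wells for full effect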
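Assay system: Apoptosome proteins | Medium: pH 7.5 Hepes buffer with CHAPS, BSA, DTT | Also added: Cytochrome c and DEVD-Rh110 substrate | Times: 30 min plus 50 min, RT | Detection: Rhodamine 110 fluorescence at Ex 480/Em 540 nm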
* marks the source's active call; other numbers are inactive results; / = no result given.

Compound,SENP8 block-1,SENP7 inh,SENP6 block,NLRP3 yeast inh,HKDC1 inh,SENP8 block-2,SENP1 inh,PfGluPho inh,Apaf-1 inh
COc1cc(-n2nnnc2SCC(=O)N2CCN(c3ccc(F)cc3)CC2)c(OC)cc1Cl,7,/,/,/,2,/,2,21,/
COc1cc2c(cc1OC)CN(Cc1cc(OC)c(O)c(OC)c1)CC2,-4,-5,-1,11,1,1,0,14,1
CN(C)S(=O)(=O)N1CCN(C(=O)N(c2ccccc2)c2ccccc2)CC1,14,1,2,-11,-15,-2,0,7,-4
Clc1ccc(-n2cccc2/C=N/n2cnnc2)cc1,2,8,-33,14,4,-9,0,-13,6
CC(C)(NC(=O)N1CCOCC1)c1cccc(C(C)(C)NC(=O)N2CCOCC2)c1,16,-2,-20,13,-3,-14,0,-3,2
COC(C[C@@H]1O[C@H]1[C@H](O)[C@@H](C)OCc1ccccc1)OC,/,7,6,19,/,-6,/,/,4
Cn1cc(C(=O)N/N=C/C2=C(N3CCOCC3)C(=C/c3ccc([N+](=O)[O-])cc3)/CC2)ccc1=O,23,2,4,2,-2,4,13,13,-33
CC(C)CCOCC1CC2(CC(C)(c3csc(N)n3)OC2=O)C(=O)O1 (stereo unspecified),17,0,-4,8,0,8,0,-12,-8
COC(=O)[C@]1(C)N[C@H](CN(C)C(C)=O)[C@@H]2C(=O)N(C)C(=O)[C@@H]21,-2,-8,-7,0,-6,12,1,8,-19
Cc1cc(C)n(-c2nc3ccccc3c(=O)n2OCCOc2ccccc2)n1,10,-1,-18,26,-2,2,0,-4,6
CC(C)(C)n1nnnc1C(c1ccc(Cl)cc1)N1CCSCC1 (stereo unspecified),10,-1,-23,7,-13,-14,1,-11,10
CNCCOc1ccccc1OC(C)C,8,0,-18,16,-2,4,0,1,-7
N#CC1=C(N)N(c2ccc(F)cc2)C(=O)C1,20,1,-29,7,4,2,8,-3,-8
COc1ccc(NC(=O)C/C(C)=N/NC(=O)CCc2ccccc2)c(OC)c1,13,6,-26,21,-4,-10,1,-9,11
COc1ccc(Cl)cc1NC(=O)CN(C)S(=O)(=O)c1cccs1,-7,1,-15,16,0,5,3,18,4
CC1CCN(C(=O)c2cc3nc(-c4ccccc4)cc(-c4ccccc4)n3n2)CC1,-349,-6,11,14,-4,-8,-60,-7,15
COc1ccc(-c2ncccc2OC(=O)C23CC4CC(CC(C4)C2)C3)cc1,-111,-5,0,-9,-12,11,4,11,7
Cc1ccc(C)c(Cc2c(C)nc(C)[nH]c2=O)c1,0,1,-1,5,-9,-3,-1,4,-3
COC(=O)c1ccc2nc(NC(=O)C(C)(C)C)sc2c1,1,23,23,21,-4,3,-17,12,-8
CCN1C(=O)[C@@H]2[C@@H](c3ccc(-c4ccc(OC)cc4)cc3)N3CCC[C@@]3(C(=O)OC)[C@@H]2C1=O,-44,-7,-16,2,6,-17,-1,2,13
O=C(CSc1nc2c(sc3ccccc32)c(=O)n1-c1ccccc1)NCc1ccco1,-15,-2,-9,23,3,0,0,23,8
Cn1nccc1/C=N\NC(=O)c1ccc(Cl)cc1,0,4,0,19,1,0,1,8,10
CCN1CCSc2ccc(C(=O)NCc3ccccc3F)cc21,-471,-4,4,15,-1,-3,-9,49,19
COc1ccc(NC(=O)CC(C)n2ccnc2)cc1 (stereo unspecified),22,8,-28,9,-6,1,0,-4,-5
COCCN(C(=O)COC(=O)CCc1ccccc1)c1c(N)n(Cc2ccccc2)c(=O)[nH]c1=O,21,8,-20,10,-2,-3,3,3,-4
O=C(NCCS(=O)(=O)N1CCCCC1)c1ccccc1,15,3,5,9,-7,4,-7,2,1
N#CCCn1cc(C(=O)Nc2ccc(C(=O)O)cc2)c(-c2cccs2)n1,8,0,-2,11,-12,1,0,-1,-1
COc1cc(OC)cc(C(=O)N[C@H](C(=O)Nc2ccccc2N2CCOCC2)C(C)C)c1,12,-4,-20,14,7,-7,2,-4,3
Cc1nc(CS(=O)(=O)c2ccc(Cl)cc2)sc1C(=O)O,8,11,2,-8,-5,2,0,1,-15
COc1ccc(CN2CCC(n3nccc3NC(=O)C3CCCC3)CC2)c(OC)c1,6,-7,-21,25,-16,-2,1,-23,16
O=C(NCCOC(=O)c1ccc(S(=O)(=O)N2CCOCC2)cc1)c1cccnc1,22,7,-1,10,-7,2,-1,-14,-3
Cc1occc1-c1nnc(SCC(=O)NCCc2ccccc2)n1C(C)c1ccccc1 (stereo unspecified),13,9,-5,-5,7,-3,-3,-5,14
CCOC(=O)c1c(C)[nH]c(NC(=O)Nc2ccc(NC(C)=O)cc2)c1C,14,2,-10,16,-2,5,4,-3,0
C[C@H]1COC(=O)[C@@H](Cc2ccc(F)cc2)CC/C=C\C[C@H](CC(=O)NCCO)C(=O)N1,23,0,-5,6,1,-2,4,-1,12
COc1ccccc1C(=O)NCC(=O)N/N=C/c1ccncc1,12,-11,-5,8,0,-4,-1,-11,3
CCCCN(CC)CCCNC(=O)c1cc2c(=O)[nH]c3ccccc3c2s1,-281,2,-14,-2,6,4,11,1,5
COc1cc(/C=N\NC(=O)C2CC3C=CC2C3)ccc1O (stereo unspecified),-10,-2,-3,-16,-6,2,-1,31,7
COc1cc(NC(=O)c2cccc(Cl)c2)c(OC)cc1NC(=O)CN1CCCCC1,14,1,-13,17,1,-6,-1,15,20
CCC(=O)N1CCN(c2ccc(Cl)cc2NC(=O)c2ccc(N3CCCC3)c([N+](=O)[O-])c2)CC1,21,11,10,33,0,0,2,20,23
C=CCn1cccc(C(=O)Nc2cc(OC)c(OC)c(OC)c2)c1=O,-10,-5,-2,16,-9,2,0,6,-2
COc1ccc(C2/C=C\CN(C(=O)c3ccc(C)cc3)CC(=O)N2Cc2ccc(F)cc2)cc1 (stereo unspecified),2,1,-10,14,-4,-1,2,-12,15
COc1ccc(C(=O)N/C(=C\c2cccs2)C(=O)N2CCN(C)CC2)cc1OC,6,-9,-18,7,-6,-9,0,-17,8
COC(=O)c1ccccc1NC(=O)CCc1ccccc1,-17,-2,-5,2,-14,-6,2,5,9
CC(C)CC(NC(=O)OC(C)(C)C)C(=O)NC(C(=O)NC(C)C(N)=O)C(C)C (stereo unspecified),11,9,1,3,-10,-7,2,1,0
CC(C)=CC(=O)OCC(=O)Nc1ncc(Cl)c(C)c1Cl,4,4,-16,2,17,-11,-6,-1,-9
COc1ccc(OC)c(-c2csc(NC(=O)c3ccccc3F)n2)c1,-89,3,-41,-4,9,4,0,-4,4
N/C(=N\OC(=O)CCCc1ccccc1)c1ccccc1Cl,4,-1,4,2,1,-2,3,14,9
COc1ccc(-c2nnn(Cc3ccccc3)n2)cc1,16,9,11,30,0,-22,2,-16,6

Whole records, quoted from the list. Order of values: SENP8 block-1	SENP7 inh	SENP6 block	NLRP3 yeast inh	HKDC1 inh	SENP8 block-2	SENP1 inh	PfGluPho inh	Apaf-1 inh
Entry for CC(C)CC(NC(=O)OC(C)(C)C)C(=O)NC(C(=O)NC(C)C(N)=O)C(C)C (stereo unspecified) → 11	9	1	3	-10	-7	2	1	0
Entry for CC(C)=CC(=O)OCC(=O)Nc1ncc(Cl)c(C)c1Cl → 4	4	-16	2	17	-11	-6	-1	-9
Entry for N/C(=N\OC(=O)CCCc1ccccc1)c1ccccc1Cl → 4	-1	4	2	1	-2	3	14	9

Returning to the listing with the 2 entries that preceded the break.
Compound,SENP8 block-1,SENP7 inh,SENP6 block,NLRP3 yeast inh,HKDC1 inh,SENP8 block-2,SENP1 inh,PfGluPho inh,Apaf-1 inh
N/C(=N\OC(=O)CCCc1ccccc1)c1ccccc1Cl,4,-1,4,2,1,-2,3,14,9
COc1ccc(-c2nnn(Cc3ccccc3)n2)cc1,16,9,11,30,0,-22,2,-16,6
CCN1C(=O)C(CC(=O)Nc2ccc(OC)cc2)N(Cc2cccs2)C1=S (stereo unspecified),10,-1,-4,10,1,-13,3,3,10
COc1ccc(CNC(=O)CN2C(=O)C(C)N(c3ccc(C)cc3)C2=O)cc1 (stereo unspecified),14,1,1,8,-2,4,2,15,6
Nc1ccc(OCc2ccccc2)cc1,1,0,24,5,0,4,3,2,-8
CN(CC(=O)Nc1ccccc1N1CCCC1)S(=O)(=O)c1ccc(F)cc1,2,9,-15,11,-6,-3,-3,9,28
C=CCNc1nc(C(=O)OCC(=O)c2ccc(F)cc2)cs1,6,5,6,15,-3,5,-1,14,5
O=C(CSc1ccsc1[N+](=O)[O-])NCCc1ccc(Cl)cc1,2,-4,0,1,2,-4,-1,4,5
O=C(NCc1cccc(F)c1)c1ccc(N2C(=O)Cn3c(cc4sccc43)C2=O)cc1,-124,2,-6,8,-9,-6,-2,-14,4
Cc1cc(C)c2c(-n3cccc3)c(C(=O)NNS(=O)(=O)c3ccc(Cl)cc3)sc2n1,-3,-4,-10,4,4,2,-1,-24,19
CCOC(=O)c1oc2ccc(Cl)cc2c1NC(C)=O,-16,-3,-12,24,6,-3,0,-6,-6
O=C(NCc1ccccn1)C(=O)NCC1OCCN1S(=O)(=O)c1ccc(Cl)cc1 (stereo unspecified),0,-6,-15,15,4,2,0,-14,-5
COc1ccc(-n2c(Cc3cccn3C)nnc2SCC(=O)Nc2ccc(F)cc2F)cc1,2,5,0,11,-2,-1,2,9,15
COc1ccc(C)cc1NC(=O)c1sc2ncn(CC(=O)N3CCCCC3)c(=O)c2c1C,-12,-7,3,-1,1,1,3,-13,8

A few values from the results shown.
SENP8 block-2 with `CN(CC(=O)Nc1ccccc1N1CCCC1)S(=O)(=O)c1ccc(F)cc1` stands at -3
HKDC1 inh with `CCOC(=O)c1oc2ccc(Cl)cc2c1NC(C)=O` stands at 6
SENP7 inh with `COc1ccc(C)cc1NC(=O)c1sc2ncn(CC(=O)N3CCCCC3)c(=O)c2c1C` stands at -7

Following part
Compound,SENP8 block-1,SENP7 inh,SENP6 block,NLRP3 yeast inh,HKDC1 inh,SENP8 block-2,SENP1 inh,PfGluPho inh,Apaf-1 inh
COC(=O)C1=C(C)N(c2ccc(C)c(C)c2)/C(=C/c2cccs2)C1=O,9,-4,1,19,-6,3,-5,-7,25
O=C(/C=C/c1ccccc1Cl)Nc1ccccc1,22,99*,97*,65*,3,96*,0,44,-3
CN(C(=O)COC(=O)c1ccc([N+](=O)[O-])cc1N)c1ccccc1,13,-9,-20,25,12,-7,13,-9,10
O=C(CSc1ccc(Cl)cc1)NC(=O)NCc1ccco1,6,1,-17,20,-3,-1,-2,54,9
COc1ccccc1OCC(=O)Nc1ccncc1,12,-4,-4,-1,-4,-6,-3,-7,-3
O=C(CN1C(=O)c2ccccc2C1=O)NCc1ccc(F)cc1,7,10,-13,15,3,-13,1,5,1
O=C(O)C1C2C=CC(C2)C1C(=O)NCc1ccccc1F (stereo unspecified),6,-7,-5,10,-6,-1,3,8,-7
CCCC(O)(c1ccccc1)C(c1ccccc1)c1ccccn1 (stereo unspecified),-1,/,/,/,-8,/,1,9,/

High-throughput results as filed in PubChem.
